# CF NFkB block: inhibitors of cystic fibrosis induced NF-kB; inhibition, % at 5 µM; actives 0.86% (n = 360,000); KKLEB NF-kB-GFP reporter, PAF-induced, GFP fluorescence overnight;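 active = at least 50% inhibition at 5 µM, scaled per plate between neutral and stimulator controls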;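 note: PAF is a Pseudomonas aeruginosa culture filtrate used as stimulus; plate controls were PAF-stimulated DMSO wells for no effect and unstimulated DMSO wells for full effect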
# NR2F2 inh: NR2F2 (human) inhibition, primary screen; P24468; HEK293T NGFI-A luciferase reporter, luminescence; inhibition, % at 8.6 µM; actives 0.7% (n = 370,000); AID 686940;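 active = inhibition above a per-plate cutoff, mean inhibition of test wells between control levels plus 3 SD, cut at about 38% in these data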;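 note: cells cotransfected with COUP-TFII expression vector driving the NGFI-A reporter; 0% = median of COUP-TF2 test wells and 100% = reporter-only cells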
# TWEAK Fn14 block: blocks TWEAK-Fn14 interaction in a reporter cell assay; TWEAK-stimulated Fn14 reporter cells, luciferase luminescence, 8 h; inhibition, % at 10 µM; actives 2% (n = 360,000); AID 1159606; in the data active = inhibition above about 50%
# TROY signal inh: TROY signaling inhibition | Q293 LMP1-TROYcd NF-kB luciferase reporter, 4 h | inhibition, % at 10 µM | actives 0.98% (n = 360,000);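 active = compounds whose plate-normalised and pattern-corrected inhibition of the luciferase reporter signal at the single screening dose is 50% or more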
# KKLEB tox: reduces viability of KKLEB cystic fibrosis airway cells | actives 0.36% (n = 360,000) | AID 602141 | activity change (cytotoxicity), % at 5 µM | KKLEB CF airway cells viability, ATPlite luminescence, overnight; active compounds read low; cells stimulated with P. aeruginosa culture filtrate;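 active = corrected activity change at or below -50% at 5 µM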
# SRC1 inh: inhibitors of human steroid receptor coactivator 1 (SRC1). inhibition, % at 3.6 µM. actives 0.12% (n = 360,000). Q15788. HEK293 GAL4-SRC1 luciferase reporter, luminescence. AID 588354;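 active = inhibition above the campaign mean plus 3 SD, with each screening campaign given its own cutoff, cut at about 60% in these data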;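 note: 0% = DMSO treated cells and 100% = gossypol at 36 µM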
# EBV LMP1 NFkB: reduces LMP1-driven NF-kappaB luciferase signal; inhibition, % at 12.5 µM; actives 0.69% (n = 350,000); LMP1-induced NF-kappaB luciferase reporter cells, luminescence; in the data active = inhibition above about 41%;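 note: 0% = neutral control wells and 100% = reference inhibitor control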
# TRAIL sens C8: caspase-8 TRAIL sensitization | NB7+C8 cells + TRAIL, ATPlite viability luminescence | inhibition (viability loss, TRAIL sensitization), % at 10 µM | actives 1% (n = 360,000);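 active = compounds causing at least 50% loss of cell viability in the single-dose screen, relative to plate controls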
# SRC2 inh: human SRC2 (NCOA2) inhibition. Q15596. HEK293 GAL4-SRC2 luciferase reporter, luminescence. inhibition, % at 9 µM. actives 0.17% (n = 370,000). AID 651957;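 active = inhibition above the mean inhibition of all tested compounds plus 3 SD, set per campaign, cut at about 52% in these data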;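 note: 0% = DMSO treated cells and 100% = cells given Gossypol at 36 µM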
# Target sequence (Q15596 whole entry, looked up, the tested form may be a part): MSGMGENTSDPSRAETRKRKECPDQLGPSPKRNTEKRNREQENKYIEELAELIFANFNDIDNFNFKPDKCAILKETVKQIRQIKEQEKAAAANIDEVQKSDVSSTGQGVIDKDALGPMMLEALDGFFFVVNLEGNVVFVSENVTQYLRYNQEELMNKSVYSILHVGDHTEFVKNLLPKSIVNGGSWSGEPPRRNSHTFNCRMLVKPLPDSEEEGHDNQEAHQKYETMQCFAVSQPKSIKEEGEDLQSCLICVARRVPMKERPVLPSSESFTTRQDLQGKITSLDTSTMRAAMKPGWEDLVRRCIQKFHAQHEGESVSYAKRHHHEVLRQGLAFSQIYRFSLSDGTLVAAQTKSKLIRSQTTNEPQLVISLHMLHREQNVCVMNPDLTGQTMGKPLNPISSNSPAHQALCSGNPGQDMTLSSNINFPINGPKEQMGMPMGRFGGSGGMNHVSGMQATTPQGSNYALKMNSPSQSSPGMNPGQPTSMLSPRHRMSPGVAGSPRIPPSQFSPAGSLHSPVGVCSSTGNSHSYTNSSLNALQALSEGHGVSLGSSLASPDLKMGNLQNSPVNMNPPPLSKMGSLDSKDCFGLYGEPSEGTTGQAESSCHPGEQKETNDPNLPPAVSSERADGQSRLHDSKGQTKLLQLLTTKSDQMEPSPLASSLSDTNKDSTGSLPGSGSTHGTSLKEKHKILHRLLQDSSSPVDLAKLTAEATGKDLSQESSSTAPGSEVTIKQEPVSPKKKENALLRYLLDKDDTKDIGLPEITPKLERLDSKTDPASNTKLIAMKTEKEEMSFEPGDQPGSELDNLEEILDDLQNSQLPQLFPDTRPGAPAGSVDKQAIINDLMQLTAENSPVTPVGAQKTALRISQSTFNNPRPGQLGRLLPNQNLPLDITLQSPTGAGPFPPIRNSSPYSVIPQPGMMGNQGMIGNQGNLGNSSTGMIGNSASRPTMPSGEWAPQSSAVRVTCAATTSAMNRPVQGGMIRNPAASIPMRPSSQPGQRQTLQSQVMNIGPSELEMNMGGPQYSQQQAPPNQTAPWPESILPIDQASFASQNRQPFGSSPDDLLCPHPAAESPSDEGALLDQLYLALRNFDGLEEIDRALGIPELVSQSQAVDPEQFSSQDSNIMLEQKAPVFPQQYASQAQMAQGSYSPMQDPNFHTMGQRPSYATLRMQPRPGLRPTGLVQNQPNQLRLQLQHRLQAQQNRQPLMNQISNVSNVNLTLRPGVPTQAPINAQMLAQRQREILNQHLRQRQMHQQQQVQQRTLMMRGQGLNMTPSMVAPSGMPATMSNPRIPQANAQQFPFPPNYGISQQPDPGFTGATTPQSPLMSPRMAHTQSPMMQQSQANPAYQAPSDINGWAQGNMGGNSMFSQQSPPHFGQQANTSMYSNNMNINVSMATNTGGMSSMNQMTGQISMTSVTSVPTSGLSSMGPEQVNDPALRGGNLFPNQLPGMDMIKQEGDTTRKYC
# NCOA3 inh: inhibits human SRC3 coactivator | AID 588352 | HEK293 GAL4-SRC3 luciferase reporter, luminescence | inhibition, % at 3.6 µM | actives 0.17% (n = 360,000) | Q9Y6Q9;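 active = inhibition above a per-campaign cutoff, the mean of all compounds plus 3 SD, cut at about 60% in these data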;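 note: 0% = DMSO-treated cells and 100% = gossypol-treated cells at 36 µM; higher means less SRC3-driven luciferase light from the GAL4 reporter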
# NR5A2 inv ag: suppresses constitutive activity of human LRH-1 | O00482 | HEK293T StAR-luciferase reporter, LRH-1 transfected, 24 h | inhibition, % at 3.6 µM | actives 0.13% (n = 360,000) | AID 602396;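 active = inhibition above the mean inhibition of all tested compounds plus 3 SD, cut at about 73% in these data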;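 note: 0% = DMSO wells and 100% = reporter-only cells lacking LRH-1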
# The depositor's hits bear a star; · = no result given.
SMILES,CF NFkB block,NR2F2 inh,TWEAK Fn14 block,TROY signal inh,KKLEB tox,SRC1 inh,EBV LMP1 NFkB,TRAIL sens C8,SRC2 inh,NCOA3 inh,NR5A2 inv ag
Clc1ccccc1CN(Cc1ccco1)Cc1nnnn1C1CCCC1,14,12,7,3,8,-6,6,1,-2,19,13
Cn1c(N)c(C(=O)c2ccc(Cl)c(S(=O)(=O)N3CCCCCC3)c2)c(=O)n(C)c1=O,-14,5,-11,12,10,-1,5,-3,-8,2,-32
CCc1cc2c3c(c(=O)oc2cc1O)CCCC3,21,3,-5,9,-8,-13,7,-11,-4,14,3
C=CCn1c(C)nnc1SCC(=O)Nc1nccs1,4,1,3,3,10,-4,9,-11,15,-13,-4
CCOCCCNC(=O)C(c1ccc(OC)cc1)N(Cc1cccs1)C(=O)c1ccccn1 (stereo not drawn),-3,6,6,-11,-1,-3,-1,-6,17,-17,-2
CCCCNC(=O)Nc1nnc(-c2ccc(OCC)cc2)o1,4,-25,-1,-8,-11,-5,-2,-9,12,1,-11
FC(F)(F)c1ccc2c(c1)NCC1CCCN21 (stereo not drawn),-10,-16,22,16,-3,0,4,-20,13,5,-1
C=CCOc1ccc(CNc2nccs2)cc1OCC,-2,-11,26,-15,0,-20,-7,3,15,-7,3
O=C1/C(=C/c2ccccn2)SC(=S)N1Cc1ccccc1,-13,10,17,-25,-11,2,·,23,7,-15,16
O=C(CCN1C(=O)C2(OCCO2)c2ccccc21)c1ccccc1,6,-30,-5,-5,2,-14,-1,4,-4,-20,-1
Cc1ccnc(NC(=O)c2cccs2)c1,1,-20,-6,-42,-1,-73,-15,46,-7,-74,-122
Cc1ccccc1-n1ccnc1SCC(=O)NC1CCCC1,26,-8,-5,-32,-11,-13,3,-2,-17,-7,-23
COc1ccc(CCNC(=O)CCS(=O)(=O)c2ccc3c(c2)CCN3C(C)=O)cc1OC,-21,-12,-6,0,-4,2,-9,-1,6,8,12
C=C1C(=O)[C@]23C[C@H]1CCC2[C@]1(C)C(=O)CC[C@@](C)(C(=O)O)C1C[C@@H]3O (stereo partly drawn),71*,-9,72*,20,-13,-36,·,18,11,-29,-30
CC(OC(=O)C1CC(=O)N(Cc2ccco2)C1)C(=O)Nc1cccc(C#N)c1 (stereo not drawn),23,2,9,-25,-17,-31,3,4,-11,2,-6
COc1ccc(NC(=O)NNS(=O)(=O)c2cc(C)ccc2C)cc1OC,4,7,-16,-2,12,-11,-8,8,-54,12,-13
CC1CCCC(=NNc2ccc3ccccc3n2)C1 (stereo not drawn),-8,-31,33,11,2,-93,-18,-12,-10,-94,-104
CN(C)c1ccc(S(=O)(=O)N2CCCCC2)cc1NC(=O)CCNC(=O)c1ccccc1Cl,0,11,13,1,-4,-6,0,-2,-16,4,11
O=C(CCN1C(=O)C2C3CC(C(Br)C3Br)C2C1=O)OCC(=O)c1ccccc1 (stereo not drawn),-11,6,3,-1,10,9,5,1,6,16,-4
O=C(CSc1nnc(NC2CCCCC2)s1)Nc1ccc2c(c1)C(=O)c1ccccc1C2=O,-42,-33,19,-33,8,-49,-37,6,9,-65,-73
COc1ccc(C(=O)OCC(=O)c2ccc3c(c2)NC(=O)CO3)cc1OC,1,-8,-7,-6,-11,-5,3,-3,-11,8,-2
CCN(CC)S(=O)(=O)c1cccc(C(=O)NCC(c2ccccc2)N(C)C)c1 (stereo not drawn),5,1,-7,0,8,-4,2,6,-7,8,-6
CCOCC(=O)Nc1c(C(=O)Nc2ccccc2OC)oc2ccccc12,-10,-1,-13,7,0,-3,8,5,3,-8,15
COc1cc2c(cc1OC)C(c1ccccc1)N(C(=O)C(C)(C)C)CC2 (stereo not drawn),-4,8,-22,-17,4,-1,·,-12,-39,-4,-10
CCN(CCCNC(=O)CCCn1c(=O)[nH]c2ccccc2c1=O)c1cccc(C)c1,-11,1,6,-4,-4,5,-2,-10,3,-7,4
# (cont.)
SMILES,CF NFkB block,NR2F2 inh,TWEAK Fn14 block,TROY signal inh,KKLEB tox,SRC1 inh,EBV LMP1 NFkB,TRAIL sens C8,SRC2 inh,NCOA3 inh,NR5A2 inv ag
O=C(Cc1ccc(Cl)cc1)NCc1ccccc1Cl,3,-13,-24,-38,-4,-10,-6,0,-7,-20,-36
Cc1cc(N2C(=O)C(O)=C(C(=O)c3ccco3)C2c2cccc(Cl)c2)no1 (stereo not drawn),-10,-11,4,-27,0,17,4,12,2,-3,-14
COc1ccc2nc(SCc3ccccc3C)nc(C)c2c1,11,-14,-15,-58,-17,-56,-10,-12,-31,-59,-38
CC1(C)CC(=O)C=C(Nc2ccc(Br)cn2)C1,14,-15,13,-4,-19,4,-1,13,3,6,13
CN(C)S(=O)(=O)c1ccc(NC(=O)N2CCOCC2)cc1,3,3,-3,3,-5,4,-8,-8,-31,10,-2
N#Cc1nc(Cc2cccc3ccccc23)oc1NCCCN1CCOCC1,1,1,13,-19,2,-24,0,-14,10,-20,0
CCC(=O)NCCNC(=O)c1c(SC)nsc1SC,14,3,-5,25,-9,-13,-1,-13,-11,-7,5
CC1=CC2=NC(=O)CC(C)(C(=O)N(CC(=O)NC3CCCC3)c3ccccc3C)N2C=C1 (stereo not drawn),3,-10,13,-8,7,8,6,-7,7,6,0
CCOC(=O)C1(Cc2ccc(OC)cc2)CCN(C(=O)Cc2cccnc2)CC1,-3,0,-8,-37,5,0,-6,-2,12,1,-24
Cc1ccccc1-c1csc(C(O)c2cccc(Cl)c2)n1 (stereo not drawn),23,6,-5,-16,-6,-8,·,9,-36,0,4
CCN(CC)S(=O)(=O)c1ccc(N=N/C(C(C)=O)=C(/C)O)cc1,-12,-4,9,-13,7,-28,-19,10,-5,16,-2
O=C(Nc1ccc(S(=O)(=O)Nc2ccccn2)cc1)c1cccc([N+](=O)[O-])c1,-4,-11,0,4,9,-49,-1,-8,13,10,-6
Cc1ccc(C(=O)OCC(=O)N2CCCCCC2)c(O)c1,10,-35,-5,-42,4,-39,-19,0,-6,-33,-7
Cc1ccc(-c2nnc(Nc3ccccc3)c3ccccc23)cc1S(=O)(=O)NCC1CCCO1 (stereo not drawn),12,-7,34,-15,10,-6,-6,-11,-23,5,9
CC(NC(=O)c1ccc(F)cc1F)C1CC2CCC1C2 (stereo not drawn),-26,-14,28,-6,4,21,-1,12,7,16,24
COC(=O)[C@H](C)NC(=O)/C=C/c1ccc(OC)cc1,0,1,-12,0,17,-4,-1,6,15,1,13
Cc1ccccc1C(=O)N1CCN(c2ccc(NC(=S)NC(=O)c3cccs3)cc2)CC1,45,7,-16,18,-2,22,23,10,16,28,-17
CNc1ccccc1C(=O)OCC(C)=O,6,·,5,-6,-14,-2,7,-16,·,-16,-2
O=C(NCCCN1CCCC1=O)c1cccc(S(=O)(=O)Nc2ccc(F)cc2)c1,8,-22,-7,-1,7,-22,1,3,6,11,9
CN(C)CCNC(=O)CNC(=S)N(Cc1ccccc1)Cc1ccccc1F,9,-9,13,3,-1,-5,-1,-8,-5,-21,8
C=CCNC(=S)NNc1nc2c(c(=O)[nH]1)C1(CCCC1)Cc1ccccc1-2,-8,-5,4,23,8,-3,-15,-3,-28,6,-11
COc1ccccc1C(=O)NCCC(=O)NCC(c1ccco1)N1CCCC1 (stereo not drawn),5,15,2,0,-2,2,-6,2,-3,9,24
CC(C)(C)NC(=O)NC(=O)CSc1nncs1,14,-7,4,-25,6,-13,-48,-3,-18,1,-6
O=C(Cn1ncc2c3ccccc3n(Cc3ccc(Cl)cc3)c2c1=O)NCCCN1CCCC1=O,-27,16,-24,-16,-4,-7,-7,-8,-3,19,0
COCCNc1nc(NCc2ccccc2)nc2ccsc12,4,12,24,39,-17,-2,·,-2,-8,13,19

# Complete entries as entered above. Screens in order: CF NFkB block, NR2F2 inh, TWEAK Fn14 block, TROY signal inh, KKLEB tox, SRC1 inh, EBV LMP1 NFkB, TRAIL sens C8, SRC2 inh, NCOA3 inh, NR5A2 inv ag
# CN(C)CCNC(=O)CNC(=S)N(Cc1ccccc1)Cc1ccccc1F is listed as 9, -9, 13, 3, -1, -5, -1, -8, -5, -21, 8
# N#Cc1nc(Cc2cccc3ccccc23)oc1NCCCN1CCOCC1 is listed as 1, 1, 13, -19, 2, -24, 0, -14, 10, -20, 0
# CCN(CC)S(=O)(=O)c1ccc(N=N/C(C(C)=O)=C(/C)O)cc1 is listed as -12, -4, 9, -13, 7, -28, -19, 10, -5, 16, -2

# (further entries)
SMILES,CF NFkB block,NR2F2 inh,TWEAK Fn14 block,TROY signal inh,KKLEB tox,SRC1 inh,EBV LMP1 NFkB,TRAIL sens C8,SRC2 inh,NCOA3 inh,NR5A2 inv ag
COc1cc(C(=O)Nc2sc(C)c(C)c2C(=O)O)cc(OC)c1OC,-9,11,0,9,-9,1,-8,-4,-17,-22,12
O=C(Nc1nc2ccccc2n1Cc1ccccc1)c1ccco1,-8,9,3,1,2,-9,28,1,-15,4,-4
COc1cc(NC(=O)c2ccc3c(SCC(=O)O)c4c(nc3c2)CCC4)cc(OC)c1OC,-20,4,-6,-21,8,4,0,-9,8,20,13
COc1cccc(/C=N/Nc2ccc(C(=O)O)cc2)c1O,0,69*,103*,84*,7,76*,83*,56*,79*,79*,46
O=C(Nc1ccc2c(c1)OCO2)C1CCN(C(=O)c2ccc(Cl)cc2)CC1,-11,-4,3,-41,-1,-7,-3,0,-9,8,7
O=C(NC(=S)Nc1ccc(N2CCOCC2)cc1)c1cccs1,-7,-42,-26,-36,5,-87,-13,17,-51,-62,-79
CCN(CC)C(=O)CSc1nnc(-c2ccco2)n1Cc1ccco1,7,1,-13,-12,-3,-5,-3,-12,-12,17,-12
CCOC(=O)c1ccc(NC(=O)NCc2ccncc2)cc1,-5,13,-3,-22,1,-51,-2,26,6,-11,0
CC1(c2cccc(Br)c2)NC(=O)N(CC(=O)Nc2ccc3c(c2)OCCO3)C1=O (stereo not drawn),-33,-6,-9,2,10,-1,2,12,21,3,-16
CCCN(CC1CC1)C(=O)CSc1ncnc2sc(C)c(C)c12,-18,-13,3,18,-16,4,-7,27,3,23,17
COC(=O)[C@@]12CCCN1[C@H](c1ccc(-c3cccc(Cl)c3)c(OC)c1)[C@H]1C(=O)N(C)C(=O)[C@H]12,13,9,-30,-19,-1,-5,1,22,-7,0,-3
O=P(CCc1ccccc1)(c1ccccc1)c1ccccc1,12,-6,-2,-17,-9,-9,-10,1,-30,-16,-2
O=C(C1CCN(c2ncnc3c2sc2cccc(F)c23)CC1)N1CCOCC1,15,23,10,0,-15,-7,0,-1,-5,0,23
CC(=O)Oc1cc2c(C(=O)NCc3ccncc3)c(C)oc2c2ccccc12,2,-16,12,-26,14,-25,-22,-7,-38,-9,-6
O=C(Nc1cc([N+](=O)[O-])ccc1O)c1cccc(NC(=O)c2ccco2)c1,-7,-3,-15,-12,-15,-8,2,-6,-21,1,-2
O=C(Oc1ccc(-c2csnn2)cc1)c1cccs1,5,-8,-11,-33,-4,7,6,4,-2,17,-15
O=C(c1cc(Cl)c(=O)n(Cc2ccccc2)c1)N1CCOCC1,0,-12,-9,1,6,-1,2,-2,5,11,-4
CC(CCc1ccccc1)NC(=O)C(=O)NCCc1ccccc1 (stereo not drawn),9,0,10,-28,-8,-68,-7,-22,-28,-7,8
Cc1cc(C)c(S(=O)(=O)N2CC=C(c3ccccc3)CC2)c(C)c1,6,15,-8,8,-1,-4,-2,0,-43,7,-3
O=C(Nc1cccc(F)c1)c1ccc(S(=O)(=O)N2CCOCC2)cc1,-3,26,-32,-6,0,-15,7,16,1,-1,-10
